ERG-DNA inh: blocks human ERG Ets domain binding to DNA. hit rate 0.028% among 370,000. P11308. fluorescence polarization, His-ERG Ets domain / labelled DNA. Potency, µM (doses to about 76.9 µM), for the others: at the top dose FP activity, negative = inhibition, actives largely listed as inhibitors; active = well fitted inhibition curve with a large enough effect in the polarisation, with a control signal flat; inconclusive = small, poorly fitted or top-dose-only effect, or effect the other way, or a change in a side signal; inactive = no such curve, though single readings can be large or run the other way; the % refers to the polarisation;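 also: polarization taken with two DNA probes labelled with fluorescein and Texas red; potency is read from the fitted curve at half-maximal effect; % of control where 0% means no effect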
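His-tagged ERG Ets domain (1 uM in the protein solution; 300mM KCl, 50mM Tris-HCl, 1mM EDTA, 1mM DTT, pH 7.5) received compound, then a probe mix of 5 nM fluorescein-DNA and 100nM Texas-615-DNA. Fluorescence polarization was read for both dyes.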
APEX1 inh: blocks human APE1 abasic DNA cleavage | recombinant APE1, TAMRA/BHQ-2 abasic DNA cleavage fluorescence | Potency, µM (series often up to 65.8 µM), without a hit: at the top dose activity change, negative = inhibition, actives largely listed as inhibitors | hit rate 0.35% among 350,000 | AID 2517;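 also: potency is read from the fitted curve at half-maximal effect; plate controls were vehicle for no effect and reference inhibitor for full effect; nearly all actives have a fitted effect of over 55% in size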
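APE1 at 0.75 nM preincubated 15 min at room temperature with compound. Reaction then started with 50 nM double-stranded THF-abasic substrate labelled with TAMRA/BHQ-2, and 525/598 nm fluorescence read kinetically. Activity taken as third-minus-first read difference, normalized to DMSO and NSC13755 controls.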
LDHA block: blocks human lactate dehydrogenase A; P00338; activity change, % (values are at about 110 or 230 µM); purified LDHA, NADH/diaphorase-resazurin fluorescence; stronger effect = lower value; AID 1347041; hit rate 0.15% among 480,000; in the data active = activity change below about -30%; inconclusive = mostly about -25% to -30%;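 also: plate controls were DMSO wells for no effect and wells without enzyme for full effect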
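LDH5 2 nM; NADH 0.06 mM, pyruvate 0.2 mM; 200 mM Tris pH 7.4, EDTA, Tween-20; 5 min RT. Detection: diaphorase 0.133 mg/mL + resazurin 37 µM, fluorescence ex540/em590 at 0 and 20 min; normalized to enzyme-free and DMSO wells.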
RGS4 inhibitor: inhibitors of human regulator of G protein signaling 4; P49798; Transcreener GDP fluorescence polarization, RGS4-accelerated GTP hydrolysis; Potency, µM (highest dose often 114 µM), for inactives: at the top dose activity change, negative = inhibition, most hits filed as inhibitors; hit rate 0.039% among 390,000; AID 504845; also: potency is read from the fitted curve at half-maximal effect; % is scaled to controls: 0 for no effect and ±100 for the full control effect; nearly all actives have a fitted effect of over 75% in size; some results filed as inactive show a strong effect at the top dose
Target sequence (P49798 whole entry, looked up): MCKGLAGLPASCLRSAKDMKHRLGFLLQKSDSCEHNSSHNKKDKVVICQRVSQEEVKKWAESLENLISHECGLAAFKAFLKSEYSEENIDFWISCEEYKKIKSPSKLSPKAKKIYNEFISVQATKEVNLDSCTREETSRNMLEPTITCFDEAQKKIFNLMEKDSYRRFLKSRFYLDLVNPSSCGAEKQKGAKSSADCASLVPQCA
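MLSMR compounds (23 nl, pin-transferred) preincubated 10 min at room temperature with a 500nM (2x) first reagent, then RGS4 at 900nM (2x) plus Transcreener GDP mix added; fluorescence polarization (620/688 nm) read before and after 90 min at 30 °C.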
POLH inh: DNA polymerase eta (human) inhibition; Q9Y253; recombinant Pol eta, fluorescent DNA replication assay; Potency, µM (doses to about 114 µM), inactives show at the top dose activity change, negative = inhibition, most hits filed as inhibitors; hit rate 1.2% among 390,000; AID 588591; also: potency is read from the fitted curve at half-maximal effect; % is scaled to controls: 0 for no effect and ±100 for the full control effect
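Pol eta (10 nM) was preincubated with compounds for 15 min at room temperature, after which fluorescent replication substrate (50 nM final) was added to start the reaction. Fluorescence was read kinetically at 0 and 10 min.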
Apoferritin bind: candidate novel general anesthetic via apoferritin binding. hit rate 0.074% among 350,000. apoferritin/1-aminoanthracene competitive binding, fluorescence. AID 485281. P02791. Potency, µM (titrated, usually from 77.5 µM), inactives show top-dose activity change, negative = displacement, most hits filed as inhibitors; also: potency is read from the fitted curve at half-maximal effect; % is scaled to controls: 0 for no effect and ±100 for the full control effect; nearly all actives have a fitted effect of over 20% in size
Target sequence (P02791 2-175 limits assumed): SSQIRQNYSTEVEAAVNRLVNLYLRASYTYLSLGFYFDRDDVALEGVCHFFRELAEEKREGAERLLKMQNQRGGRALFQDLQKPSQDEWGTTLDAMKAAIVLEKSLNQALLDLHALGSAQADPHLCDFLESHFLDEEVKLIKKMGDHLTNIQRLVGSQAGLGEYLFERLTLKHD
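Steps: apoferritin (10 uM) was premixed with half-saturated 1-AMA in PBS, compounds were pin-transferred, plates stood 10 min at room temperature, fluorescence was read at 380/535 nm, and curves were fitted with a Hill equation.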
POLB inh: inhibitors of human DNA polymerase beta; P06746; Pol beta primer extension/strand displacement, fluorescence kinetic; Potency, µM (top dose mostly 114 µM), without a hit: top-dose activity change, negative = inhibition, most hits filed as inhibitors; hit rate 1.3% among 340,000; also: potency is read from the fitted curve at half-maximal effect; % is scaled to controls: 0 for no effect and ±100 for the full control effect
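10 nM enzyme + cpd, 15 min RT; start with substrate 50 nM final; read 0 min and after 10 min RT. Corrected, normalized data; 4-parameter Hill curve fit.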
12-LOX inh: ALOX12 (human) lipoxygenase inhibition; P18054; purified 12hLO, xylenol orange hydroperoxide absorbance; Potency, µM (highest dose often 108 µM), without a hit: at the top dose activity change, negative = inhibition, hits mostly inhibitors; hit rate 1.1% among 580,000; AID 1671190; also: potency is read from the fitted curve at half-maximal effect; % is scaled to controls: 0 for no effect and ±100 for the full control effect
Target sequence (P18054 whole entry, looked up): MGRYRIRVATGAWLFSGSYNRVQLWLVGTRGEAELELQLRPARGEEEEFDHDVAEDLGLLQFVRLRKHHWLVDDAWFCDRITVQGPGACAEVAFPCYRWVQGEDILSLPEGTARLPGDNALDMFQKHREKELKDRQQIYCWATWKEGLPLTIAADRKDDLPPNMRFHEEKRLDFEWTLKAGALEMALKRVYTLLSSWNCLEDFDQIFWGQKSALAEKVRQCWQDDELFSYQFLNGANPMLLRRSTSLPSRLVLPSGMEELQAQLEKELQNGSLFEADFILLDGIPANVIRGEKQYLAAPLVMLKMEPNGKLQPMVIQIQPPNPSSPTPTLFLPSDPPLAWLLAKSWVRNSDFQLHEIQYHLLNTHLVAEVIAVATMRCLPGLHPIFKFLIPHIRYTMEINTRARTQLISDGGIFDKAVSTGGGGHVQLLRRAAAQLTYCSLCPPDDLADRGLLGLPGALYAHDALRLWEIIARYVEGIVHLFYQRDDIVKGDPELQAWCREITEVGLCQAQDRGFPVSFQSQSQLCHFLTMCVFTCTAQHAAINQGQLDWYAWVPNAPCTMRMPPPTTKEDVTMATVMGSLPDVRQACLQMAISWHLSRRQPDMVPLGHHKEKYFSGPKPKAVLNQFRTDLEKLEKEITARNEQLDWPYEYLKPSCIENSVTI
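Hydroperoxide product was detected by ferrous iron/xylenol orange as the 573 to 405 nm absorbance ratio. Arachidonic acid at 40 uM (final) was turned over for 30 min at room temperature by 150 nM human 12hLO, pH 7.0 Hepes buffer, after 15 min compound preincubation.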
POLK inh: blocks human DNA polymerase kappa activity; purified Pol kappa, fluorescent DNA synthesis assay, 10 min; Potency, µM (highest dose often 107 µM), without a hit: at the highest dose activity, negative = inhibition, hits mostly inhibitors; hit rate 0.53% among 400,000; AID 588579; also: potency is read from the fitted curve at half-maximal effect; % is scaled to controls: 0 for no effect and ±100 for the full control effect
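First, compounds were pin-transferred onto 10 nM Pol kappa. After 15 min at room temperature, substrate was added to 50 nM final. Fluorescence was then measured kinetically at 0 and 10 min.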
An asterisk follows results filed as active; i = inactive; u = inconclusive; x = not tested or not shown; & = joins results of further samples; [ ] = another dose, or the depositor's remark. Unless noted, calls follow the shape of the dose curve; as a rule, active = well fitted curve in the direction sought with a large enough effect; inconclusive = small, poorly fitted or top-dose-only effect, or another doubt; inactive = no such curve, though single readings can be large; an effect the other way counts as inactive or inconclusive. A portion of the library, so the mix of outcomes need not match the whole.

Structure	ERG-DNA inh	APEX1 inh	LDHA block	RGS4 inhibitor	POLH inh	Apoferritin bind	POLB inh	12-LOX inh	POLK inh
O=C(O)CC(NS(=O)(=O)Cc1ccccc1)c1cccc([N+](=O)[O-])c1 (centres undefined)	-1.3%	26.3%	-0.3	-6.2%	-15.8%	0.4%	-8.8%	x	9.6%
Cn1c(SCc2ccccn2)nnc1-c1ccccc1	-1.5%	9.9%	-6.9	-4.7%	-18.6%	-6.3%	22.9%	36.3%[activator]	-13.7%
COc1ccc(OC)c(NC(=O)Cn2ncc3c2-c2ccccc2OC3)c1	-5.7%	x	-0.4	13.0%	-18.5%	-9.5%	-1.0%	-6.1%	-4.9%
O=C(CSc1nc(CCC2CCCC2)nc2ccccc12)NCc1ccc2c(c1)OCO2	-1.2%	5.4%	-8.6	-21.2%	-24.0%	-9.5%	-5.0%	-9.1%	0.4%
O=C(CCCN1C(=O)c2ccccc2C1=O)NCCc1ccc(OC(F)F)cc1	-14.4%	8.5%	-5.2	-24.4%	-15.0%	3.5%	26.7%	13.5%	10.3%
NC(=O)CSc1nnc(CNc2ccc(F)cc2)n1CC1CCCO1 (centres undefined)	5.3%	14.7%	6.5	4.5%	9.3%	-10.3%	-0.2%	0.0%	-16.2%
NC(=O)c1nnsc1-c1ccc(-c2snnc2C(N)=O)cc1	2.3%	-5.4%	-6.2	-3.1%	-15.4%	0.9%	0.2%	-3.6%	-4.2%
CC1CCCCN1C(=O)CSc1nc(-c2ccccc2)no1 (centres undefined)	-6.3%	x	-11.6	10.7%	-8.8%	-9.7%	15.5%	-17.4%	10.0%
CSc1ccc(S(=O)(=O)Nc2ccc(S(=O)(=O)Nc3ccc(C)cc3)cc2)cc1	4.3%	-10.8%	0.2	4.7%	-14.9%	u	-1.1%	u	-7.4%
Cc1ccc(-c2cc(C(=O)N3CCN(c4ccccc4O)CC3)c3ccccc3n2)o1	5.1%	12.2%	0.8	-18.7%	-25.1%	65.0%[activator]	7.2%	u	1.4%
O=C(CNS(=O)(=O)c1ccc(Br)s1)N1CCN(C(=O)c2ccco2)CC1	10.7%	-2.9%	-4.5	17.2%	-0.9%	-8.6%	0.1%	17.1%	-12.5%
CN(C)c1ccc(NC(=O)c2sc(SCC(=O)Nc3ccc(Br)cc3)nc2N)cc1	-7.7%	-0.3%	-9.3	-16.9%	-1.4%	-5.7%	10.4%	u	-8.5%
Cc1cccc(NCc2cc(Cl)cc(Cl)c2O)n1	x	7.0%	-0.8	4.6%	-20.0%	u	u	-15.2%	-14.2%
Cc1ccc(NC(=O)CC2SC(=NCC3CCCO3)NC2=O)cc1Cl (centres undefined)	-8.2%	2.7%	-7.5	26.7%	-10.7%	-1.7%	57.8%	-14.4%	0.7%
CCOC(=O)c1sc2nc3c(SCCC#N)cc(C(=O)c4cc(F)ccc4O)cn3c(=O)c2c1C	12.4%	-5.9%	-5.6	-7.5%	0.8%	2.1%	1.8%	2.5%	0.5%
CCCCOCCCNc1ncnc2c1[nH]c1ccccc12	0.5%	-1.6%	-2.6	25.5%	-17.8%	u	-19.0%	4.6%	-23.1%
CC(OC(=O)c1ccc(F)c(S(=O)(=O)N2CCOCC2)c1)C(=O)NCC1CCCCC1 (centres undefined)	6.3%	-2.7%	-2.3	23.0%	-10.1%	x	x	32.2%[activator]	-7.2%
COCCCNC(=O)Cn1c(=O)n(Cc2ccc(C(=O)NCCc3ccc(OC)c(OC)c3)cc2)c(=O)c2ccccc21	3.6%	-0.9%	-2.9	-26.9%	-1.5%	u	u	8.7%	0.9%
O=C(O)c1cc(Cl)c(Cl)cc1C(=O)N(Cc1ccccc1)Cc1ccccc1	-7.2%	7.5%	-0.6	-28.2%	0.3%	-10.9%	21.1%	0.0%	1.0%
COc1cc(OCc2ccccc2)c(C(=O)/C=C/c2ccc3c(c2)OCO3)c(OC)c1OC	-9.3%	x	-3.7	12.8%	-14.2%	x	x	493.7%[activator]	-18.2%

Next entries follow:
Structure	ERG-DNA inh	APEX1 inh	LDHA block	RGS4 inhibitor	POLH inh	Apoferritin bind	POLB inh	12-LOX inh	POLK inh
CCOC(=O)c1ccccc1NC(=O)CSc1nc2ccccc2c(=O)n1CCCN1CCOCC1	-5.5%	-5.7%	0.5	-12.1%	-16.2%	x	x	2.6%	-1.5%
CCOC(=O)N1CCN(C(=O)CS(=O)(=O)Cc2nc(-c3cccc(OC)c3)oc2C)CC1	10.9%	28.6%	-0.8	11.0%[56.9 µM]	-6.0%	-9.2%	9.3%	-0.6%	1.8%
COc1ccc(C(=O)OCCN=C2NS(=O)(=O)c3ccccc32)cc1OC	-5.3%	-1.9%	-4.6	4.2%	-15.4%	-7.1%	19.0%	-12.2%	-1.7%
Cn1c(=O)c2c(ncn2CC(=O)N/N=C/C(Cl)=C/c2ccccc2)n(C)c1=O	7.5%	5.2%	-3.0	-7.0%	-0.6%	-1.0%	9.4%	-35.6%	-5.2%
O=C(CNS(=O)(=O)c1ccc(Br)cc1)Nc1ccc2c(c1)OCCO2	-3.3%	5.5%	-0.8	-12.8%	-13.5%	-8.6%	-6.5%	i	9.0%
Cc1ccc(C(=O)NCCc2ccc(S(N)(=O)=O)cc2)o1	10.9%	5.9%	-10.3	7.1%	-12.8%	-1.3%	11.3%	-0.9%	-0.8%
CCCc1nc2ccccc2c(=O)n1/N=C/c1ccc(O)cc1O	-4.7%	-1.2%	3.8	-8.9%	-17.0%	u	-0.9%	4.9%	2.3%
CCOCCc1nn2c(=O)cc(COC(=O)c3ccccc3NC(=O)C3CCCCC3)nc2s1	1.0%	x	-0.9	2.4%	-3.0%	-2.5%	25.6%	-17.1%	-5.2%[60.1 µM]
COc1ccc(Nc2nc(N)nc(C(F)(F)F)n2)c(OC)c1	-5.2%	2.4%	-3.4	7.9%	-2.0%	1.0%	-22.7%	-23.3%	-14.2%
CCOC(=O)c1c(C)n(C)c2ccc(OC(C)=O)cc12	-12.2%	2.9%	-9.5&-0.5	-10.2%	-15.7%	1.9%	-0.7%	9.8%&0.0%	-1.3%
CCn1c(N)c(C(=O)COC(=O)CCc2nc3ccccc3c(=O)[nH]2)c(=O)[nH]c1=O	-1.9%	-18.2%	2.7	3.5%	-4.4%	x	x	92.0%[activator]	13.6%
Cc1ccccc1N1CCN(S(=O)(=O)c2ccc3oc(=O)ccc3c2)CC1	2.6%	16.5%	-5.2	3.7%	-16.2%	-0.1%	8.8%	6.0%	-5.3%
O=C(NC12CC3CC(CC(C3)C1)C2)c1cccnc1Cl	-7.9%	-9.8%	-1.4	-9.8%	-6.9%	-15.9%	-0.5%	-75.5%	9.5%
CCCCCCSc1ccc([C@H]2N[C@@](Cc3ccccc3)(C(=O)OC)[C@H]3C(=O)N(CC)C(=O)[C@@H]23)cc1	1.6%	-21.3%	-2.8	-1.6%	-15.7%	x	x	-25.1%	-9.2%
CC(=O)Nc1ccc2c(c1)OCO2	8.5%	-0.9%	-2.7	0.1%	-10.2%	-6.6%	-7.5%	-3.1%	-2.5%
CCC(=O)N(Cc1cc(=O)[nH]c2ccccc12)c1ccc(C)cc1	-5.1%	-2.3%	-6.9	-5.2%	4.5%	8.2%	29.8%	u	-10.5%
COC(=O)c1sccc1NC(=O)Nc1cc(C)ccc1OC	5.5%	28.5%	-8.3	7.1%	-8.1%	-16.6%	-7.2%	2.1%	-10.9%
CCOCCCNC(=O)c1ccc(-n2c(-c3ccccc3)cc3c2CCCCC3)cc1	0.0%	x	1.7	-1.3%	-11.3%	-7.3%	-17.2%	-4.2%	0.0%
CC1CN(C(=O)CCC(=O)NCc2cccnc2)c2ccccc2O1 (centres undefined)	2.4%	26.1%	-2.6	-14.5%	-1.3%	-13.6%	2.5%	13.0%	13.1%
Cn1nc(C(C)(C)C)c([N+](=O)[O-])c1C(N)=O	2.4%	0.8%	-6.7	13.3%	-13.5%	5.2%	-15.3%	-18.3%	-3.7%

(cont.)
Structure	ERG-DNA inh	APEX1 inh	LDHA block	RGS4 inhibitor	POLH inh	Apoferritin bind	POLB inh	12-LOX inh	POLK inh
CCCCNC(=O)CCn1c(=O)c2ccccc2n(CC(=O)Nc2ccccc2OCC)c1=O	-8.3%	2.3%	-2.4	2.5%	-22.9%	-4.1%	3.3%	0.0%	-20.3%
COc1ccc(CCNC(=O)CNS(=O)(=O)c2ccc(Br)cc2)cc1	8.0%	x	-6.5	9.3%	-0.2%	x	x	u	5.0%
CCc1ccc(CNC(=O)CCS(=O)(=O)Cc2ccccc2F)cc1	4.1%	90.8%[activator]	-5.9	23.3%	-1.3%	-9.1%	2.6%	7.6%	-14.4%
NC(=O)C1CCN(C(=O)C(Cc2ccccc2)NC(=O)c2ccccc2)CC1 (centres undefined)	9.2%	20.4%	-6.9	16.8%	3.8%	x	x	-9.2%	-17.1%
Fc1ccc(-c2csc(N3CCC(c4ccccc4)C3)n2)cc1 (centres undefined)	11.1%	-1.6%	-0.9	-34.1%	-9.8%	-5.2%	-26.8%	295.7%[activator]	6.4%

From PubChem BioAssay
